# High-throughput results as filed in PubChem BioAssay.
# Artemis inh = blocks endonuclease activity of human Artemis; AID 686954; actives 0.78% (n = 30,000); recombinant Artemis, quenched FAM hairpin cleavage fluorescence; inhibition, % at 10 µM;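 active = at 10 µM dose, at least 30% inhibition, measured as corrected fluorescence normalized to stimulator and neutral control wells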
# Target sequence (Q96SD1 whole entry, looked up): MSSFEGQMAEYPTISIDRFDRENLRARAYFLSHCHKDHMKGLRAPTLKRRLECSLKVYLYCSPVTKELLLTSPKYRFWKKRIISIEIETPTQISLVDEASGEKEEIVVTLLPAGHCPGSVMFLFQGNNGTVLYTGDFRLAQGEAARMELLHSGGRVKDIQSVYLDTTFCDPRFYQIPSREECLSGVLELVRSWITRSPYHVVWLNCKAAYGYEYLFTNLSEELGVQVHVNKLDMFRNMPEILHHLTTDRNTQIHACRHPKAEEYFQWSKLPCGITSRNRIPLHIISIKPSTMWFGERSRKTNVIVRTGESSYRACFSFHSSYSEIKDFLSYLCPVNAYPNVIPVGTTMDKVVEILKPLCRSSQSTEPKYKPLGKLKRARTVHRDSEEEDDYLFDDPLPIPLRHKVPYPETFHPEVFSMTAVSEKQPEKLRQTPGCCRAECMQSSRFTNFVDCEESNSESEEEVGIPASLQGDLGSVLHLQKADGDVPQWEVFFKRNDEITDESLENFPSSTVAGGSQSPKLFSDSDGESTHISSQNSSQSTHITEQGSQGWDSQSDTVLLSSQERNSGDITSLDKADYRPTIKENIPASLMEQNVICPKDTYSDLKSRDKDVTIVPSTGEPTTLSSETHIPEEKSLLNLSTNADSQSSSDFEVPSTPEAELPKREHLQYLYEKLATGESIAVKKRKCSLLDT
# * = called active by the depositor. An excerpt; count on the stated rates, not on these rows.
# The first two compounds, ahead of the listing:
SMILES,Artemis inh
CCCCn1c(O)c(C(C)=Nc2ccc(OCC)cc2)c(=O)[nH]c1=O,-3
O=c1c2ccccc2nc(CSc2ncnc3nc[nH]c23)n1-c1ccc(Cl)c(Cl)c1,1

# The whole of this part (from the top)
SMILES,Artemis inh
CCCCn1c(O)c(C(C)=Nc2ccc(OCC)cc2)c(=O)[nH]c1=O,-3
O=c1c2ccccc2nc(CSc2ncnc3nc[nH]c23)n1-c1ccc(Cl)c(Cl)c1,1
CC(C)(C)OC(=O)c1c(N)n(Cc2ccco2)c2nc3ccccc3nc12,-1
CN(C=O)CP(=O)(O)CN(C)C=O,-6
O=C(C(Cc1ccccc1)NS(=O)(=O)c1ccc(F)cc1)N1CCC2(CC1)OCCO2 (stereo not drawn),-11
CCC(=NCC1CCCO1)c1c(O)[nH]c(=O)[nH]c1=O (stereo not drawn),2
COc1ccc2c(c1)CC1(CN2C)C(=O)NC(=O)N(c2ccc(C)cc2)C1=O (stereo not drawn),1
Cc1cc(Cl)ccc1OCC(=O)N1CCN(C)CC1,0
COC(=O)C(O)(c1c(C)[nH]n(-c2ccccc2)c1=O)C(F)(F)F (stereo not drawn),-2
Cn1c(O)c(C(c2ccncc2)c2c(O)n(C)c(=S)n(C)c2=O)c(=O)n(C)c1=S,2
O=C(c1cc(-c2ccc(Cl)cc2)n(-c2ccc(Cl)cc2Cl)n1)N1CCOCC1,2
O=C1NC(=O)C(CCc2ccccn2)(Cc2ccc3c(c2)OCO3)C(=O)N1CCc1ccccc1 (stereo not drawn),9
CCCC[N+]12CCC(CC1)C(C(=O)c1cccs1)C2 (stereo not drawn),-4
Cc1cc(C=C2C(=O)N(C)C(=S)N(C)C2=O)c(C)n1C1CCCCC1,21
COC(=O)C[C@]1(C(=O)OC)CN(C#N)N(c2ccc(Cl)cc2)C12c1ccccc1-c1ccccc12,2
CCC(=NCCCO)c1c(O)n(-c2ccc(OC)cc2)c(=O)[nH]c1=O,-3
CCCCn1c(O)c(C(CC)=NCc2ccc3c(c2)OCO3)c(=O)[nH]c1=O,16
CCOC(=O)c1c(C)n(Cc2ccco2)c2ccc(OC)cc12,10
COc1cc2c3c(c1OC)-c1cc(O)ccc1CC3NCC2 (stereo not drawn),-2
CC1=CC(C)C(COC(N)=O)(COC(N)=O)C(C)C1 (stereo not drawn),-6
Nc1ccccc1C(=O)OCC(=O)N1CCc2ccccc21,2
CCCCn1c(=O)c(C(=O)Nc2cnccn2)c(O)c2ccccc21,10
COCCCn1c(N)c(C(=O)OC(C)COC)c2nc3ccccc3nc21 (stereo not drawn),3
CN(C)Cc1ccccc1OC(=O)N(C)C,8
O=C(O)CP(=O)(O)c1ccc(Cl)cc1,-7

# Individual results from the results shown:
# Cc1cc(C=C2C(=O)N(C)C(=S)N(C)C2=O)c(C)n1C1CCCCC1 | Artemis inh: 21
# CN(C)Cc1ccccc1OC(=O)N(C)C | Artemis inh: 8
# O=C(c1cc(-c2ccc(Cl)cc2)n(-c2ccc(Cl)cc2Cl)n1)N1CCOCC1 | Artemis inh: 2
# CC(C)(C)OC(=O)c1c(N)n(Cc2ccco2)c2nc3ccccc3nc12 | Artemis inh: -1
# COCCCn1c(N)c(C(=O)OC(C)COC)c2nc3ccccc3nc21 (stereo not drawn) | Artemis inh: 3

# (list continues)
SMILES,Artemis inh
CCN(CC)Cc1c[nH]c2ccccc12,-8
C=CCOC(=O)C1=C(C)OC(N)=C(C#N)C12C(=O)N(CN1CCOCC1)c1ccccc12 (stereo not drawn),2
CN1C2CCC1CC(OC(=O)c1ccc(Cl)cc1)C2 (stereo not drawn),3
COCCCN1CCN(c2nnc3n2-c2sc(Br)cc2C(c2ccccc2Cl)=NC3)CC1,1
Cn1c(O)c(C=NC2CC3CCC2(C)C3(C)C)c(=O)[nH]c1=O (stereo not drawn),-2
O=C(c1ccc2c(c1)ncn2C1CCCCCC1)N1CCC2(CC1)OCCO2,7
CCN(CC)S(=O)(=O)c1ccc(N=Cc2c(O)n(-c3ccccc3)c(=O)[nH]c2=O)cc1,-1
CN(C)c1nc(-c2ccccc2)[n+](C)s1,-3
CCOc1ccc(C2(C#N)CC[N+](C)(C)CC2)cc1,0
COc1ccc(Cn2c(O)c(C=NCCN3CCOCC3)c(=O)[nH]c2=O)cc1,-6
COc1ccc(C=C2C(=O)N(C)C(=O)N(C)C2=O)cc1CSc1ccccn1,-7
CCCC[n+]1cc(/N=C(\[O-])OC)on1,-4
CC(=O)Nc1ccc(S(=O)(=O)NC(CC(=O)N2CCC3(CC2)OCCO3)C(C)C)cc1 (stereo not drawn),-7
CCCCOc1ccc(CN2CCN(CC)CC2)cc1,0
Cc1cccc(N2CCc3c2nc2ccccc2c3N)c1,5
CC(C)n1cc(C(=O)N(CC(=O)NC(C)(C)C)Cc2ccccc2)cn1,-7
CC(C)N1C(=O)CC2(CC[N+](C)(CCOC(=O)C(O)(c3ccccc3)c3ccccc3)CC2)C1=O (stereo not drawn),-4
COc1ccc(C(=O)C2CN(C)CC2C(=O)c2ccc(OC)cc2)cc1 (stereo not drawn),2
CCCCn1c(O)c(C=NC2CCCCC2N)c(=O)[nH]c1=O (stereo not drawn),-6
COc1ccc2c(c1)c(C(=O)CN1CCN(C)CC1)c(C)n2Cc1ccccc1,-11
O=c1[nH]c(=O)n(CCC2=CCCCC2)c(O)c1C=NCc1cccnc1,3
CCC(C)NC(=O)c1c(N)n(Cc2ccc3c(c2)OCO3)c2nc3ccccc3nc12 (stereo not drawn),20
Cc1cc(C)c(C2=NOC(O)(C(F)(F)F)C2)c(=O)[nH]1 (stereo not drawn),-6
COc1ccc(C(CC(=O)N2CCC3(CC2)OCCO3)NS(=O)(=O)c2ccc(OC)cc2)cc1 (stereo not drawn),5
CC(Cc1ccccc1)[n+]1cc(/N=C(\[O-])Nc2ccccc2)on1 (stereo not drawn),1

# Overlap with the part before: two entries, followed by the next part.
SMILES,Artemis inh
COc1ccc(C(CC(=O)N2CCC3(CC2)OCCO3)NS(=O)(=O)c2ccc(OC)cc2)cc1 (stereo not drawn),5
CC(Cc1ccccc1)[n+]1cc(/N=C(\[O-])Nc2ccccc2)on1 (stereo not drawn),1
O=c1[nH]c(=O)n(CCc2ccccc2)c(O)c1C=NCCN1CCNCC1,-5
Cc1cc(C)nc(-n2c(C)nc3cc(Cl)ccc3c2=O)c1,-2
CCCCCSc1cc(OC)c(CCNC)cc1OC,-3
CC(C)COc1ccc(C2(C#N)CC[N+](C)(C)CC2)cc1,-8
CCCCn1c(O)c(C(C)=NCCc2ccccc2)c(=O)[nH]c1=O,0
O=C(CNS(=O)(=O)c1cccs1)N1CCC2(CC1)OCCO2,2
C=CCN1C(=O)NC(=O)/C(=C/c2cnc(SC)nc2)C1=O,-3
O=C(Nc1ccccc1OC(=O)N1CCOCC1)N1CCOCC1,5
Cc1nc2cc(C(F)(F)F)ccc2n1C1CCN(Cc2nnnn2CCc2ccccc2)CC1,-2
O=c1c2ccccc2nc(-c2ccco2)n1-c1ccncc1,-7
Cc1ccc(C(=O)C2CN(C)CC2C(=O)c2ccc(C)cc2)cc1 (stereo not drawn),4
O=C1NC(=O)N(c2ccc3c(c2)OCO3)C(=O)/C1=C/c1ccc(N2CCCCC2)o1,-14
O=C(CN1C(=O)CN=C(c2ccccc2Cl)c2cc(Cl)ccc21)NCc1ccco1,3
OCC12CO[C@@H]3c4ccccc4[C@H](OC1)N32 (stereo partly drawn),-4
C/C(Cl)=C/CC1(CN2CCCC2=O)C(=O)NC(=O)NC1=O,1
Cc1cccc(N2C(=O)NC(=O)/C(=C\c3cnn(-c4ccccc4)c3)C2=O)c1,12
CCN(CC)CCN=Cc1c(O)n(CCc2ccccc2)c(=O)[nH]c1=O,8
c1ccc(CN2CCN(Cc3ccc4c(c3)OCCO4)CC2)cc1,2
Clc1ccc2c(c1)C(c1ccccc1Cl)=NCc1nnc(N3CCN(CCSc4ccccc4)CC3)n1-2,18
N=c1n(CCO)c2ccccc2n1Cc1ccccc1,-2
CCN(CC)c1ccc(N=Cc2c(O)n(-c3ccc(OC)cc3)c(=O)[nH]c2=O)cc1,-21
C=CCN1C(=O)NC(=O)/C(=C/c2ccc(OC)c(CSc3ccccn3)c2)C1=O,-2
Nc1ccc(N2CCN(Cc3ccccc3Cl)CC2)c(Cl)c1,-4
C#CCNc1ccncc1S(=O)(=O)NC(=O)NC(C)C,-5
Cc1c(C(=O)N2CCC3(CC2)OCCO3)sc2ncnc(N(C)c3ccccc3)c12,0

# Arranged by heavy-atom count (lowest first): 3 of the compounds above.
SMILES,Artemis inh
N=c1n(CCO)c2ccccc2n1Cc1ccccc1,-2
CCN(CC)CCN=Cc1c(O)n(CCc2ccccc2)c(=O)[nH]c1=O,8
C=CCN1C(=O)NC(=O)/C(=C/c2ccc(OC)c(CSc3ccccn3)c2)C1=O,-2

# Following part
SMILES,Artemis inh
CC(C)C(=O)c1cn(Cc2ccc(C#N)cc2)c2ccccc12,-7
COC(=O)C1=C(N)Oc2c(c(=O)oc3ccccc23)[C@]12C(=O)N(C)c1ccccc12,-1
Cn1cccc1CN1CCN(C(=O)COc2ccccc2)CC1,13
CCSc1cc(C2C(C#N)=C(N)Oc3n[nH]c(C)c32)c(C)o1 (stereo not drawn),6
CN1C2C=C(N(C(=O)c3ccc(Cl)cc3)c3ccccc3)CC1CC2 (stereo not drawn),5
CCC(=NCCO)c1c(O)n(-c2ccccc2)c(=O)[nH]c1=O,-2
CC(C)CCOC(=O)c1c(N)n(CC2CCCO2)c2nc3ccccc3nc12 (stereo not drawn),16
CCCc1[nH]nc2c1C1(C(=O)N(CC(N)=O)c3ccccc31)C(C(=O)OC)=C(N)O2 (stereo not drawn),-3
CCCCN1C(=O)NC(=O)/C(=C/c2cnc(SC)nc2)C1=O,-1
O=c1[nH]c(=O)n(-c2cccc3ccccc23)c(O)c1C=NCCCn1ccnc1,-3
CCC(=NCCO)c1c(O)n(C2CCCCC2)c(=O)[nH]c1=O,-12
CCc1nc2ccc(Br)cc2c(=O)n1-c1ccccc1C(F)(F)F,0
CC(=O)N1CN2CN(C(C)=O)CC(C(=O)c3ccc(Br)cc3)(C2)C1,11
Fc1ccc2c(c1)nnn2C1CCN(Cc2c(Cl)cccc2Cl)CC1,0
CCN(CC)CCCNC(=O)c1c(O)c2ccccc2n(Cc2ccccc2)c1=O,26
NCC(CC(=O)O)c1ccc(Cl)cc1 (stereo not drawn),-8
COc1ccc(CCNCc2ccccc2F)cc1OC,-2
O=c1[nH]c(N2CCN(Cc3ccc4c(c3)OCO4)CC2)nc2c1CCC2,0
CCOC(=O)N1CCC(NC(=O)CCc2nc(C3=CCN(C)CC3)no2)CC1,0
CCOC(=O)C1=C(C)OC(N)=C(C(=O)OCC)[C@@]12C(=O)N(CC(N)=O)c1ccccc12,-1
COc1ccc(CCn2c(O)c(C=NCCCO)c(=O)[nH]c2=O)cc1OC,0
COc1cc(CN2CCN(C(=O)COc3ccccc3)CC2)cc(OC)c1OC,-8
O=C(CN1CCCC1=O)Nc1ccccc1,-3
O=C1c2ccccc2C(=O)N1Cc1nc2ccccc2c(=O)n1-c1ccc(Br)cn1,-6
COc1ccc(Cn2c(N)c(C(=O)NCc3ccco3)c3nc4ccccc4nc32)cc1,20
# (more compounds)
SMILES,Artemis inh
CCCCCSc1cc(OC)c(CCN)cc1OC,-8
Cc1cccc(-n2c(O)c(C=NCc3cccnc3)c(=O)[nH]c2=O)c1C,-1
COc1ccc(C2(C#N)CC[N+](C)(C)CC2)cc1,-5
CCCc1nc2ccccc2c(=O)n1-c1ccccc1OC,-3
CN1CCN(C(=O)COc2ccc(C(C)(C)C)cc2Br)CC1,-4
CCCCn1c(O)c(C(C)=Nc2ccc(C(=O)O)cc2)c(=O)[nH]c1=O,2
O=C(Cc1ccccc1)Oc1ccc(N2C(=O)CCC2=O)cc1,4
CCCN(CC#CCO)CCC,-1
CC(C(=O)c1c[nH]c2ccccc12)N1CCSCC1 (stereo not drawn),-9
COc1ccccc1CN1CCN(C(=O)COc2ccccc2)CC1,-6
COc1cccc(N2C(=O)NC(=O)C3(Cc4cc(C)ccc4N(C)C3)C2=O)c1 (stereo not drawn),1
CCCCCCn1c(O)c(C=NCCN2CCCCC2)c(=O)[nH]c1=O,1
CCC(=NCCN1CCCCC1)c1c(O)n(C)c(=O)n(C)c1=O,9
COCCOC(=O)c1c(N)n(Cc2ccco2)c2nc3ccccc3nc12,18
CN1CC=C2C(C#N)=C(N)C(C#N)(C#N)C(c3ccncc3)C2C1 (stereo not drawn),3
